Screening results from PubChem BioAssay.
Arrestin-AP2 inh = inhibitors of beta-arrestin/AP2 binding, primary screen, biochemical, GPCR trafficking, flow cytometry | beta-arrestin 1 C-terminal peptide binding to AP2 beta2-adaptin appendage (human) | FITC-arrestin peptide / GST-AP2 beads; AP2 beta2 appendage carries R879A mutation | inhibition, % at 10 µM | 0.31% of 340,000 active | AID 504490, 2011;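 active = inhibition above a set limit, near 3 SD of compounds lacking own fluorescence, cut at about 54% in these data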;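 also: plate controls were DMSO wells for no effect and 5 µM unlabelled arrestin peptide for full effect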
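System: GST-AP2 R879A glutathione beads. Medium: PBS with 0.05% Tween 20 and 0.1% BSA. Also added: FITC-arrestin peptide, 50 nM. Incubation: 12 min plus 1 h, RT. Measured by: high-throughput flow cytometry of beads, ex 488, em 535 nm. Evaluation: percent drop in bead-associated FITC signal.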
Pemphigus Ab inh = inhibitors of pemphigus antibody binding to DSG3, primary screen, biochemical, bead-based, flow cytometry, scFv-GFP; DSG3-coupled beads, scFv-anti-DSG3-GFP binding; active compounds read low; Desmoglein-3 (Homo sapiens), P32926; binding (percent of control), % at 10 µM; 0.48% of 310,000 active; AID 588358, 2011;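 active = binding more than 3 SD below its plate's average and above zero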;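 also: hits lower antibody fragment binding to DSG3; some compounds called inactive have numbers as strong as hits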
Target sequence (P32926 whole entry, looked up, the tested form may be a part): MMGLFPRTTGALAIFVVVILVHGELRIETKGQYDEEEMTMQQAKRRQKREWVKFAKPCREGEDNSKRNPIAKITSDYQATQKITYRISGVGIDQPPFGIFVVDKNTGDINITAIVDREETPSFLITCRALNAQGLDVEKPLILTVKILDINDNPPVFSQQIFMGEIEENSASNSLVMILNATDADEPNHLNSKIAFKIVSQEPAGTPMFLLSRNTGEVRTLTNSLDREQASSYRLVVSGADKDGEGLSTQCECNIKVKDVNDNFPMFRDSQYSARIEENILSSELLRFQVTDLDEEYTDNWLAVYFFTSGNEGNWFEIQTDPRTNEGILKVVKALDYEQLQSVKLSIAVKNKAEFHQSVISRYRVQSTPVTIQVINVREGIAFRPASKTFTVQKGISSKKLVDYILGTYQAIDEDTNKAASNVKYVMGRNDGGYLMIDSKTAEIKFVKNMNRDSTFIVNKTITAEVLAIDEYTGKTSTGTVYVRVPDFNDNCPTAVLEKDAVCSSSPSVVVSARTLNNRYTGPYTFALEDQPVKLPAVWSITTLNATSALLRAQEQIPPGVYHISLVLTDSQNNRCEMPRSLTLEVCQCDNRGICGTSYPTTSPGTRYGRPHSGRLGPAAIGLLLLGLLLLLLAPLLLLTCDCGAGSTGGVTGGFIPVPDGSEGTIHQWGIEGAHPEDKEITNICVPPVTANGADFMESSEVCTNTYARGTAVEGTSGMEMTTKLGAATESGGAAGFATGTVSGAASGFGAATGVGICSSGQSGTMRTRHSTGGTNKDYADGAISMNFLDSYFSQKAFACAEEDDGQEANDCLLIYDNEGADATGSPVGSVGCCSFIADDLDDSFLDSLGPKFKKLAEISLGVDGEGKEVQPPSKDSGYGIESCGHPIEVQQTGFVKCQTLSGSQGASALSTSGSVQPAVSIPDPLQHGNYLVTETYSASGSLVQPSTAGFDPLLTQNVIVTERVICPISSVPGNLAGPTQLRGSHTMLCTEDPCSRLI
AddAB inh = growth inhibition of E. coli expressing H. pylori AddAB, primary screen, AddAB inhibitor project, absorbance | AID 435030, 2010 | inhibition, % at 11.9 µM | 0.29% of 330,000 active; in the data active = inhibition above about 12%;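 also: 0% = vehicle wells of infected cells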
Tat export inh = E. coli Tat export inhibitors, primary screen, MC4100, TorA-mCherry reporter, fluorescence, single point; inhibition, % at 10 µM; 0.036% of 340,000 active;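 active = mean replicate inhibition at least 50% and at least half of replicates individually reaching 50%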;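 also: exported cargo escapes ClpAP degradation while cytoplasmic cargo is degraded and loses fluorescence; 0% = median of neutral control wells and 100% = median of NaSCN control wells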
OPRM1-OPRD1 ag = agonists of OPRM1-OPRD1 heterodimerization, primary screen, cell-based, luminescence; cells; 0.3% of 340,000 active; Mu-type opioid receptor (Homo sapiens) + Delta-type opioid receptor (Homo sapiens), …; activation, % at 9.3 µM; AID 504326, 2011; in the data active = activation above about 18%;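 also: 0% = vehicle-treated cells and 100% = reference agonist; values of inactives mirror those of a sister screen read the other way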
SUMO Mot1 rescue = yeast Mot1-301 growth rescue at high temperature, primary screen, SUMOylation pathway inhibitor project, S. cerevisiae, ATP luminescence, 38.5C | growth rescue, % at 18.8 µM | S. cerevisiae Mot1-301 growth rescue; percent above DMSO median, 100 means doubled | 1% of 320,000 active | AID 2716, 2010;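 active = every valid replicate shows activation above 250% relative to neutral control wells; inactive = the rest, any valid replicate at or below 250%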;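 also: OY570 slx delta 5 strain wells were the positive control but not used for scaling; some compounds called inactive have numbers as strong as hits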
PKA-R1A activ = activators of PKA-R1A holoenzyme, primary screen, biochemical, fluorescence polarization, Cy5-IP20, bovine R1A, mouse PKAc | cAMP-dependent protein kinase type I-alpha regulatory subunit (Bos taurus) + … | PKA-R1A dissociation; scaled: DMSO 0%, 113 µM cGMP 100% | activation, % at 11.4 µM | 0.083% of 340,000 active;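 active = percent activation above the mean of all tested compounds plus 3 SD, cut at about 19% in these data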;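 also: higher means more PKAc released from R1A so a rise in polarization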
phage Ecoli inh = growth loss of phage-infected E. coli, primary screen, RecBCD inhibitor project, absorbance, with phage, HTS; inhibition, % at 11.9 µM; 0.26% of 360,000 active; AID 651602, 2012; in the data active = inhibition above about 11%
Ecoli viability = E. coli V3065 growth inhibition, primary screen, counter-screen for AddAB inhibitor project, absorbance, OD600; 0.27% of 330,000 active; 18 h; inhibition, % at 11.9 µM;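 active = inhibition above the campaign's mean inhibition across all tested compounds plus 3 SD, cut at about 9.9% in these data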;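 also: uninfected addAB+ strain grown without phage in ampicillin broth; 0% = DMSO wells and 100% = ciprofloxacin 0.95 µg/ml wells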
MOR-DOR inv ag = inverse agonists of MOR-DOR heterodimerization, primary screen, cell-based, luminescence; Mu-type opioid receptor (Homo sapiens) + Delta-type opioid receptor (Homo sapiens), …; cell-based MOR-DOR heterodimer luminescence, inverse agonism; inhibition, % at 9.3 µM; 0.21% of 340,000 active; in the data active = inhibition above about 22%, passing the limit was not always enough;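 also: 0% = cells with DMSO and 100% = wells without cells with DMSO; values of inactives mirror those of a sister screen read the other way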
PfHsp90 set2 = growth inhibition of PfHsp90-expressing yeast, primary screen, antimalarial PfHsp90 inhibitor project, S. cerevisiae, BacTiter-Glo luminescence, single point, set 2. inhibition, % at 9.4 µM. 0.32% of 310,000 active. BacTiter-Glo ATP, 48 h; yeast lacking PDR1 and PDR3 efflux regulators. AID 504621, 2011;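 active = every replicate shows inhibition above about 80%, whatever the replicate mean, limit read from the data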;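 also: 0% = DMSO neutral controls and 100% = 20 µM radicicol positive controls; yeast relying on Plasmodium falciparum Hsp90 in place of its own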
* hit, by the source's call; · = not tested or not shown; & = joins results of further samples.

The first two entries (preview)
SMILES	Arrestin-AP2 inh	Pemphigus Ab inh	AddAB inh	Tat export inh	OPRM1-OPRD1 ag	SUMO Mot1 rescue	PKA-R1A activ	phage Ecoli inh	Ecoli viability	MOR-DOR inv ag	PfHsp90 set2
O=[N+]([O-])c1ccccc1NCc1ccccc1Cl	19	·	0.5	6	1.9	59	-10	3.0	2.4	-9	5
COc1cc(SC)ccc1C(=O)NCCOc1ccccc1Cl	5	·	0.8	10	4.5	-25	-8	4.8	-0.8	-23	3

This part in full, previewed entries included:
SMILES	Arrestin-AP2 inh	Pemphigus Ab inh	AddAB inh	Tat export inh	OPRM1-OPRD1 ag	SUMO Mot1 rescue	PKA-R1A activ	phage Ecoli inh	Ecoli viability	MOR-DOR inv ag	PfHsp90 set2
O=[N+]([O-])c1ccccc1NCc1ccccc1Cl	19	·	0.5	6	1.9	59	-10	3.0	2.4	-9	5
COc1cc(SC)ccc1C(=O)NCCOc1ccccc1Cl	5	·	0.8	10	4.5	-25	-8	4.8	-0.8	-23	3
O=[N+]([O-])c1ccc(-c2n(-c3ccccn3)c3ccccc3[n+]2-c2ccccn2)cc1	-7	100	0.7	1	0.8	93	1	1.7	-1.6	-4	-12
CCOc1ccccc1NC(=O)C(=O)CC(=O)c1ccc(OC)cc1	3	89	-0.6	-9	1.3	136	-16	2.3	-1.3	-7	16
COc1ccc(S(=O)(=O)N2CCOC23CCN(S(=O)(=O)c2cc(F)ccc2F)CC3)cc1	-4	99	0.4	-2	-2.0	4	-4	-12	1.8	11	15
N#CC(C(=O)NCc1ccccc1)c1nc2ccccc2nc1N1CCCC1 (centres undefined)	4	129	4.5	-1	-2.2	9	-7	2.3	2.0	13	2
COc1ccc(CCN=C(N)C(C)c2ccccc2)cc1OC (centres undefined)	6	102	0.3	1	-1.8	-5	-7	-1.3	-3.0	9	10
C=CCOc1cccc(C2C(C(=O)c3ccc(C)o3)=C(O)C(=O)N2c2nnc(C)s2)c1 (centres undefined)	23	133	0.1	-2	0.4	-5	1	3.3	-0.4	-2	·
COC1OC(CO)C(N=C(C)C)C1O (centres undefined)	10	119	·	-11	-2.2	·	-4	1.3	·	12	-6
CC(C)(CNC(=O)c1ccc(Br)o1)CNC(=O)c1ccc(Br)o1	-4	109	·	2	0.1	·	-5	1.5	·	-1	-42
Cc1ccc(C(=O)COC(=O)c2cc(Cl)ccc2O)cc1[N+](=O)[O-]	-7	127	-1.7	-4	-5.6	4	-9	-0.5	-1.0	31	-4
CC(C)OP(=O)(c1ccc(N(C)C)cc1)C(O)c1ccncc1 (centres undefined)	-2	87	1.3	-6	-0.7	61	9	2.6	1.8	4	-15
CC(c1ccccc1)N1CC(C(=O)N2CCCC(C(N)=O)C2)CC1=O (centres undefined)	-11	107	2.3	-4	-3.2	5	-3	0.3	-0.9	14	-6
CC(C)c1nc(C(=O)N2CCCC(CCC(=O)N(C)CCc3ccccn3)C2)cs1 (centres undefined)	7	106	-0.3	5	-1.2	265	0	4.1	2.5	8	8
CC(C)Cn1cnc2c1c(=O)n(CC(=O)NN)c(=O)n2Cc1ccccc1	-1	92	-2.6	-4	-0.3	0	1	0.8	-1.4	1	4
COc1ccc(CCNC(=O)CCn2c(SCC(=O)N3CCCC3)nc3ccccc3c2=O)cc1OC	3	94	-2.0	8	-1.7	3	-3	1.9	0.1	9	-26
CN1CCN(CC(=O)Nc2ccccc2[N+](=O)[O-])CC1	-1	96	-1.0	1	-2.6	52	0	4.5	0.2	12	1
Cn1c(=O)c(C(=O)c2ccccc2)nc2ccccc21	15	108	-1.8	2	-1.8	4	3	1.3	-4.8	8	·
Cc1cc(=O)[nH]c(SCC(=O)N2c3ccccc3CC2C)n1 (centres undefined)	1	110	0.5	0	1.2	-9	3	-0.2	0.0	-7	18
O=C1CCC(C(=O)NCCCn2ccnc2)N1 (centres undefined)	0	83	0.4	1	-1.9	179	0	0.8	-3.4	11	-21
O=C1OC(Cc2ccccc2)C(c2ccccc2)C1=O (centres undefined)	15	93	·	-10	-4.3	·	-3	2.4	·	23	·
OC(c1nc2ccccc2[nH]1)C(O)c1nc2ccccc2[nH]1 (centres undefined)	29	94	1.5	0	-1.3	-12	6	1.1	3.0	6	-7
CCOc1ccc(CCNC(=O)C2CCN(c3nn4c(=O)cc(C)nc4s3)CC2)cc1OCC	4	101	0.4	-13	-4.1	1	5	-0.9	-1.5	20	-15
CCOC(=O)[C@H]1[C@H]2COc3ccc(Br)cc3[C@@H]2N2C(=O)CN(Cc3ccc(C)cc3)C(=O)[C@@]12C	19	105	1.0	6	-4.4	6	-2	3.3	-0.3	20	-9
CC1(c2ccccc2)CC(C)(C)N2C(=O)Cc3cccc1c32 (centres undefined)	-6	95	3.4	16	4.1	83	-2	-1.1	-1.2	-19	-134
CC(C)CNC(=O)COc1ccc(Sc2ccc(OCC(=O)NCC(C)C)cc2)cc1	-5	95	4.8	-1	0.3	-7	-1	1.4	-1.3	-2	-29
CC12CCC(C(=O)O)(C/C1=N\O)C2(C)C (centres undefined)	-1&9	97&106	1.4&4.8	0&-2	-4.3&0.6	9&0	-3&-8	5.0&3.0	-0.9&-2.7	22&-3	-8&-10
CC1Oc2ccccc2N(CC(=O)NCCCN2CCOCC2)C1=O (centres undefined)	19	98	2.0	4	-2.3	-6	-1	0.7	-1.9	14	4
CN(CC(=O)Nc1ccccc1Cl)C(=O)COC(=O)CCN1C(=O)C2CC=CCC2C1=O (centres undefined)	-10	104	0.9	1	-2.6	45	-16	2.9	1.9	14	3
COC(=O)C1=CN(C2CCCCC2)C=C(C(=O)OC)C1c1ccc2c(c1)OCO2	4	100	-1.0	5	0.0	5	-12	3.2	-2.0	0	14
O=C(CSc1ncnc2scc(-c3ccccc3)c12)NC1CCS(=O)(=O)C1 (centres undefined)	-1	98	0.3	0	-2.9	8	-7	-0.1	-0.6	15	-11
COc1ccc(S(=O)(=O)Nc2cc3c4c(oc3c3ccccc23)CCCC4=O)cc1	-3	106	-2.3	3	2.4	-9	-14	1.6	-0.8	-13	-1
COCCN(CCOC)C(=O)c1ccc(NS(=O)(=O)c2ccc3[nH]c(=O)[nH]c3c2)cc1	24	112	5.4	2	-4.5	19	-9	2.0	4.5	23	-13
C[C@@]12C(=O)N(c3ccc(C(F)(F)F)cc3)C(=O)N1[C@@H]1c3ccccc3OC[C@@H]1[C@H]2c1ccccc1	-8	104	3.1	-4	1.3	53	-6	·	0.0	-8	2
O=C(CCc1n[nH]c(=O)[nH]c1=O)Nc1cccc([N+](=O)[O-])c1	7	105	1.3	3	-0.8	3	-9	3.6	3.2	5	4
CCOC(=O)Cc1csc(SCC(=O)Nc2sc3c(c2C(N)=O)CCC3)n1	0	·	3.6	-3	-2.1	13	-5	3.5	2.2	9	-5
Cc1nn(Cc2ccc(Cl)cc2)c(Cl)c1/C=N/NC(=O)CNc1ccccc1F	-4	·	4.7	0	11	-7	-5	1.0	1.4	-54	-35
COC(=O)C1=C(C)N(Cc2ccco2)C(=O)N[C@@H]1c1ccc(Br)cc1	3	102	2.5	3	-1.5	-18	-6	1.0	-0.3	8	6
Cc1csc2nc(CSc3nncn3-c3ccccc3)c(Br)n12	7	106	2.9	0	-1.9	-1	-2	0.0	0.5	11	-8
O=C(O)CCCCNS(=O)(=O)c1ccc(Cl)c(C(F)(F)F)c1	1	104	2.5	1	0.4	4	4	0.9	-2.0	-2	1
Cc1noc(C)c1NC(=O)N(C)C[C@H]1Oc2c(NC(=O)c3ccncc3)cccc2C(=O)N([C@H](C)CO)C[C@@H]1C	-1	101	3.8	-4	-0.7	-4	-1	3.3	1.2	4	12
COC(=O)CCC(=O)NNC(=O)Cc1ccccc1	-4	122	2.9	3	-0.6	65	-11	1.7	2.4	3	·
O=C(Nc1ccc(S(=O)(=O)N2CCOCC2)cc1)c1c(F)cccc1F	-2	91	5.0	2	0.3	-5	-9	0.0	1.4	-2	2
Cc1ccc(NC(=O)Cn2nc(C(=O)Nc3ccc(C)cc3)ccc2=O)cc1	9	84	-0.5	4	2.1	-11	0	1.8	-2.3	-11	-16
COc1ccc(/C=C/CN2CCCC(CO)(Cc3cccc(Cl)c3)C2)cc1 (centres undefined)	-23	128	3.5	-4	6.6	4	10	2.6	2.7	-35	9
Cn1c(Cc2csc(N)n2)nnc1SCC(=O)NCc1ccccc1	0	102	1.8	2	0.9	132	-3	0.9	-1.1	-6	-8
COc1ccc(C2NC(=O)C(C#N)=C(S)N2c2ccc(C)cc2)cc1OC (centres undefined)	17	104	3.4	-13	-3.0	-3	4	4.0	1.4	17	-3
Cc1cc(S(=O)(=O)NCC(c2ccccc2)c2ccccc2)ccc1-n1cnnn1	-1	104	1.3	11	7.5	0	1	0.2	-1.3	-42	-13
CC(=O)NNC(=O)CCn1c2c(c3ccccc31)CCCC2	-20	109	-1.0	-6	-0.7	3	4	2.5	1.1	3	1
CC1CC(C)CN(C(=O)CSc2nnc(N)s2)C1 (centres undefined)	21	109	4.2	-12	-4.8	-11	-8	0.5	-1.3	16	-9
COc1ccc(NC(=O)c2cnc3n(c2=O)CCS3)cc1OC	6	99	2.5	5	-0.8	-17	-1	1.2	1.0	5	4
CCC1CCc2sc(C(=O)O)cc2C1 (centres undefined)	4	107	2.7	2	-3.8	28	-1	1.5	2.0	16	23
Cc1cc(C)c2c(N)c(C(=O)C(C)(C)C)sc2n1	15	85	1.3	1	0.9	190	0	3.8	1.1	-6	-23
COCCNC(=O)c1nn2c(C(F)(F)F)cc(-c3ccccc3)nc2c1Cl	2	115	0.2	3	0.7	-4	8	0.2	0.0	-3	-4
COc1ccc(Oc2nccc(-c3ccc(Cl)cc3)n2)cc1	18	106	1.9	-7	1.2	22	1	2.6	0.2	-7	4
COc1cccc(C2c3[nH]c4ccccc4c3CCN2C(=O)Cn2cncn2)c1OC (centres undefined)	-7	98	1.4	-7	-3.8	142	-13	4.1	-0.7	22	9
